hIAP inh – human IAP inhibitors, primary screen, biochemical, luminescence, uHTS; Intestinal-type alkaline phosphatase (Homo sapiens), P09923; purified IAP, CDP-Star luminescence, 30 min; inhibition, % at 10 µM; 0.12% of 330,000 active; AID 2544, 2010;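 active = inhibition reaching a set limit with compound at 10 µM in the primary screen, cut at about 35% in these data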;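 note: plate controls were DMSO wells with enzyme for no effect and no-enzyme buffer wells for full effect; values of inactives mirror those of a sister screen read the other way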
Target sequence (P09923 whole entry, looked up): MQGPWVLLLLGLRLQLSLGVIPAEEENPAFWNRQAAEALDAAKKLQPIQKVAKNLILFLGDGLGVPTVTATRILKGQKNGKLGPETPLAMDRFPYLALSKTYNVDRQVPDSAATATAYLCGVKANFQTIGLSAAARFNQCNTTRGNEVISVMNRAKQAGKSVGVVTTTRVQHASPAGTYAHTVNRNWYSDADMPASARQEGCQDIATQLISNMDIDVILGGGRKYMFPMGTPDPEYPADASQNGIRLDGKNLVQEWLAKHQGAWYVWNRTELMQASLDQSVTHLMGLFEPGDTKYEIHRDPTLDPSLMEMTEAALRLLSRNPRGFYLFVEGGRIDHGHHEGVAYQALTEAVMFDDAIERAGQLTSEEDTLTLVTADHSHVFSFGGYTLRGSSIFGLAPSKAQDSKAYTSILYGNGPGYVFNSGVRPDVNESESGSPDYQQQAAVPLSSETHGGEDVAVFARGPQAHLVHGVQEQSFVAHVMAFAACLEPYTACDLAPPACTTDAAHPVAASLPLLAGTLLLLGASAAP
hIAP activ – human IAP activators, primary screen, biochemical, luminescence, uHTS. Intestinal-type alkaline phosphatase (Homo sapiens), P09923. activation factor at 10 µM. purified human IAP, CDP-Star luminescence, 30 min; active compounds read high; 1 = vehicle-only enzyme, 0 = enzyme-free background. AID 2524, 2010. 0.16% of 330,000 active;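 active = activation factor of the enzyme at least 2-fold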; note: the source names both 10 and 20 µM as test concentration; values of inactives mirror those of a sister screen read the other way
MIN6 prolif – inducers of MIN6 beta-cell proliferation, primary screen, ATP luminescence, uHTS. MIN6 cells proliferation, ATPlite luminescence, 48 h; cells starved in 0.2% serum; 100% = growth in 10% serum. proliferation, % at 10 µM. 0.29% of 330,000 active. AID 2380, 2010;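 active = compounds whose signal lies at least 3.5 SD above the mean of all wells on their plate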;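 note: 0% = DMSO-treated cells in low-serum medium and 100% = 10% serum control; some compounds called inactive have numbers as strong as hits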
APOBEC3A inh – APOBEC3A ssDNA deaminase inhibitors, primary screen, selectivity assay for APOBEC3G inhibitor project, biochemical, FAM/TAMRA oligo cleavage fluorescence; 0.41% of 330,000 active; inhibition, % at 20 µM; DNA dC->dU-editing enzyme APOBEC-3A (Homo sapiens), P31941; recombinant A3A, FAM/TAMRA ssDNA deamination fluorescence;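 active = at least 40% inhibition at 20 µM here, with at most 30% in a related deaminase screen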;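 note: plate controls were A3A with DMSO for no effect and wells lacking A3A enzyme for full effect; some results filed as inactive read as strong as hits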
ATG4B inhibitor – ATG4B protease inhibitors, primary screen, biochemical, fluorescence, uHTS; Cysteine protease ATG4B (Homo sapiens), Q9Y4P1; ATG4B cleavage of LC3-PLA2, NBD-HPC fluorescence, 1 h; inhibition, % at 8.33 µM; 0.51% of 340,000 active; AID 504462, 2011; in the data active = inhibition above about 40%
Target sequence (Q9Y4P1 whole entry, looked up): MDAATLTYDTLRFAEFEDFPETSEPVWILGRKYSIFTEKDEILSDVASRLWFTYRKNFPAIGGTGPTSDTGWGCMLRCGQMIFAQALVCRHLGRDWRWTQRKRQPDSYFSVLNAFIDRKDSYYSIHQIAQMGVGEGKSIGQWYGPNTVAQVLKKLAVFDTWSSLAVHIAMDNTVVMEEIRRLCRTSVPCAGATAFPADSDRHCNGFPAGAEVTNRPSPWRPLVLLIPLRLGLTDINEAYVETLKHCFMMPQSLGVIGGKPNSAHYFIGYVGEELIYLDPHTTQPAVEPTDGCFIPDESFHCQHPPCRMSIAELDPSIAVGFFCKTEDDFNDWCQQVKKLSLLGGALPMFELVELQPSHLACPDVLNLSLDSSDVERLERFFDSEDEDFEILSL
MPTP inh – mitochondrial permeability transition pore inhibitors, primary screen, biochemical, isolated mouse mitochondria, absorbance; AID 602449, 2012; inhibition, % at 10 µM; Ca2+ swelling absorbance, 30 min; 1.4% of 360,000 active;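 active = inhibition of 50% or more, scaled per plate between neutral and stimulator controls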;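 note: 0% = DMSO wells given calcium and 100% = 1 mM EGTA wells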
APOBEC3G inh – APOBEC3G DNA deaminase inhibitors, primary screen, biochemical, fluorescence, single-stranded DNA substrate, uHTS. DNA dC->dU-editing enzyme APOBEC-3G (Homo sapiens), Q9HC16. recombinant A3G, ssDNA deamination FAM/TAMRA fluorescence. inhibition, % at 20 µM. 0.28% of 330,000 active;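 active = inhibition of at least 40% at 20 µM, with no more than 30% in the related APOBEC3A deaminase screen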;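 note: plate controls were DMSO wells with A3G for no effect and wells lacking A3G enzyme for full effect; some compounds called inactive have numbers as strong as hits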
mIAP act – activators of mouse IAP, primary screen, biochemical, luminescence, uHTS | muIAP, CDP-Star luminescence, 30 min; active compounds read high; 1 = vehicle-only enzyme signal, 0 = enzyme-free wells | activation factor at 10 µM | 0.24% of 330,000 active;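 active = activation factor of at least 2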; note: the source names both 10 and 20 µM as test concentration; values of inactives mirror those of a sister screen read the other way
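System: mouse IAP enzyme. Reagent: CDP-Star chemiluminescent phosphatase substrate. Benchmarks: DMSO wells, no-enzyme wells. Times: 30 min enzyme-substrate-compound incubation at room temperature. Detection: luminescence from enzymatic CDP-Star hydrolysis. Doses: test compounds delivered from DMSO solution.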
mIAP block – inhibitors of mouse IAP, primary screen, biochemical, luminescence, uHTS. purified mouse IAP, CDP-Star luminescence, 30 min. inhibition, % at 10 µM. intestinal alkaline phosphatase [Mus musculus]. AID 2806, 2010. 0.2% of 330,000 active;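 active = inhibition of at least 40% at 10 µM in the primary screen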;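 note: plate controls were DMSO with enzyme for no effect and no enzyme wells for full effect; values of inactives mirror those of a sister screen read the other way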
The depositor's hits bear a star; · = no result given. No enrichment for hits. About 3.3% of those tested had a hit in this group.

SMILES	hIAP inh	hIAP activ	MIN6 prolif	APOBEC3A inh	ATG4B inhibitor	MPTP inh	APOBEC3G inh	mIAP act	mIAP block
CC(C)(C)n1nnnc1C(c1cccc(C(F)(F)F)c1)N1CCC(O)CC1 (configuration not stated)	1	0.99	-1	0	5	0.1	-10	0.95	5
CC1=CC(C)(C(Cl)Cl)C(C)=CC1=O (configuration not stated)	0	1	2	-2	-2	0.5	-6	0.96	4
CC(C)c1ccc(N(CC(=O)NCC2CCCO2)C(=O)CCC(=O)Nc2nccs2)cc1 (configuration not stated)	5	0.95	0	-1	1	0.3	-5	0.97	3
Cc1ccc2nc(SC(C(=O)Nc3ccc(F)cc3)c3ccccc3)[nH]c2c1 (configuration not stated)	-25	1.3	-5	0	-8	77*	-7	1	-1
O=c1cc(O)c2sc(Nc3ccc(F)c(Cl)c3)nc2[nH]1	-18	1.2	-5	-2	11	-1.1	-8	0.85	15
Cc1ccc(CNC(=O)CN(C2CCCCC2)S(C)(=O)=O)cc1	2	0.97	-1	-1	-7	-1.3	-1	0.91	9
CN1c2ccccc2C(C)(C)C12C=Nc1c(cc(N3CCOCC3)c3ccccc13)O2 (configuration not stated)	3	0.97	-3	-2	3	3.8	-4	1	-4
COc1ccc(CN2CCCC(C(=O)c3ccc(Cl)cc3)C2)cc1Cn1cncn1 (configuration not stated)	8	0.92	-2	0	10	-0.5	-5	0.85	15
O=C(CCC(NC(=O)OCc1ccccc1)C(=O)OCC(=O)N1CCCCC1)OCC(=O)N1CCCCC1 (configuration not stated)	14	0.86	2	1	-4	-0.6	0	0.94	6
Cc1cc(C)c(OCC(=O)OCC(=O)N2CCc3ccccc3C2)c(C)c1	11	0.89	1	4	3	0.0	-6	1	0
CCOC(=O)C1=C(C)NC(=S)N(C(C)=O)C1c1ccc(Cl)cc1 (configuration not stated)	-7	1.1	-4	1	25	6.0	-4	1.1	-6
COc1ccc(C(=O)Nc2ccc(CN3CCOCC3)cc2)cc1Br	19	0.81	-1	0	-11	0.7	-6	0.89	11
O=Cc1cn(-c2ccccc2)nc1-c1cccnc1	9	0.91	2	9	5	-0.8	-8	1	-4
CCc1nc(N=Nc2c(O)[nH]c3ccccc23)c2c3c(sc2n1)CCC3	4	0.95	-5	2	11	3.9	2	0.92	8
O=C(CCC(=O)N1CCN(c2ccc(F)cc2)CC1)c1ccc(F)cc1	-1	1	-3	-4	3	·	-9	0.92	8
O=C(Nc1ccccc1Cl)N1CCN(c2ccccn2)CC1	-7	1.1	-4	3	20	0.0	-3	0.99	1
Cc1cc(C)n2nc(SCc3ccccc3)nc2n1	-10	1.1	-1	-4	-3	0.2	-5	0.92	8
NS(=O)(=O)c1ccc(-c2ccc(C=NC3CCS(=O)(=O)C3)o2)cc1 (configuration not stated)	16	0.84	-1	1	-4	-0.6	-5	0.76	24
CC(NC(=O)C(C)N1C(=O)C2C3CC(C(Br)C3Br)C2C1=O)c1ccccc1 (configuration not stated)	3	0.97	1	-3	-4	-1.8	-5	0.94	6
COc1ccccc1C(=O)NCCC(=O)Nc1ccc(S(=O)(=O)N2CCCC(C)C2)cc1 (configuration not stated)	-9	1.1	3	-2	-8	1.4	-6	1.2	-20
CC(C)C[C@@H](CO)N1CCN(Cc2ccc(Br)cc2)CCC1=O	10	0.9	-2	-2	-2	-0.5	-11	1	-4
O=S(=O)(Nc1cccc2ccccc12)c1ccccc1F	6	0.94	0	0	3	-0.1	-6	0.98	2
Cc1ccc2[nH]c3c(=O)n(N)c(C)nc3c2c1	14	0.86	-1	-3	-7	-1.2	-2	0.92	8
CC(Sc1nc2ccccc2o1)C(=O)O (configuration not stated)	2	0.97	-2	-6	-14	-1.0	-10	1	-3
CN(c1ccccc1)c1nc(N)c([N+](=O)[O-])c(NC2CCCCC2)n1	20	0.8	-7	-6	-12	0.6	-7	0.94	6
CC(C)c1nnc(NC(=O)CS(=O)(=O)c2ccccc2)s1	2	0.98	-1	-2	0	-2.0	-3	0.97	3
CC1CCN(C(=O)N2c3ccccc3Sc3ccccc32)CC1	-2	1	-4	-3	6	65*	-1	0.93	7
O=c1[nH]c(SCc2cccc(F)c2)nc2ccccc12	16	0.84	-2	2	1	6.2	2	0.99	1
Cc1ccc(NC(=O)CN2C(=O)NC3(CCCCCC3)C2=O)cc1Cl	3	0.97	-7	2	2	-1.1	0	1	0
O=C(NCC(c1ccco1)N1CCN(c2ccc(F)cc2)CC1)C1CCCCC1 (configuration not stated)	-15	1.1	-2	-5	-8	-0.6	-6	1	-5
C#CCOCCOCCOCCNc1nc(N2CCN(C(=O)Cn3cc(CCCN=C(N)N)nn3)CC2)nc(N2CCN(C(=O)[C@H](CCCCN)n3cc(CC(C)O)nn3)CC2)n1 (some centres not stated)	-6	1.1	-2	-1	-21	-0.5	-5	1.1	-9
NC(=O)c1ccc(NC(=O)C2CCCO2)cc1 (configuration not stated)	-20	1.2	-2	9	-5	-1.7	1	0.96	4
CCc1noc(C)c1C(=O)OCC(=O)Nc1c(F)cccc1F	11	0.89	-3	-4	2	0.7	-10	0.93	7
COC(=O)C1=C(C)Nc2nnnn2C1c1ccco1 (configuration not stated)	-8	1.1	-2	5	-4	-6.0	1	1.2	-17
COc1cc2nc(-c3ccccc3C)oc(=O)c2cc1OC	-9	1.1	-3	-7	10	-0.5	-6	0.86	14
COc1ccc(C(=O)NC(=O)CSc2nnc(-c3ccco3)n2-c2ccccc2)cc1	1	0.99	-3	1	0	0.3	0	1	-4
Cc1cccc(NC(=O)CN2CCN(C(=O)c3cnn(Cc4ccccc4)c3)CC2)c1C	3	0.97	0	-3	-2	-0.5	-11	1.1	-8
O=C(Cc1ccc(F)cc1)Nc1nc(-c2ccc(F)cc2)cs1	-6	1.1	0	5	-4	-0.1	2	1.2	-20
CCN(C[C@H]1N[C@@](Cc2ccccc2)(C(=O)OC)[C@H]2C(=O)N(C)C(=O)[C@@H]12)C(=O)c1ccc(C)cc1	-7	1.1	0	0	4	1.7	-4	1.1	-8
N#CCn1nnc(-c2ccc3c(c2)OCO3)n1	6	0.94	-1	2	-3	0.3	2	0.86	14
Cc1cccc(NC(=O)[C@H](Cc2ccccc2)NC(=O)[C@@H]2Cc3ccccc3CN2)c1	-42	1.4	-2	-3	11	0.3	-2	1.1	-7
Clc1cc2c(nn1)Nc1ccccc1S2	10	0.9	3	0	0	5.8	-8	0.97	3
CCOCC(=O)Nc1ccccc1C(=O)OCC	10	0.9	0	1	0	0.1	-5	1.1	-13
COc1ccc(N(CC(=O)NC2CC3CCC2C3)S(=O)(=O)c2ccc(C)cc2)cc1OC (configuration not stated)	-6	1.1	0	2	-5	-0.7	-4	1.1	-9
Cc1ccc(CCC(=O)Nc2ccc(C#N)cc2)o1	0	1	0	-3	11	1.8	-4	0.82	18
Cc1cc(=O)[nH]c(SCC(=O)Nc2cc(S(=O)(=O)N3CCCC3)ccc2Cl)n1	9	0.91	-2	-1	0	0.9	-6	0.93	7
O=C(CSc1nnc(CNc2ccc(F)cc2)n1Cc1ccccc1)N1CCOCC1	-2	1	1	-4	3	-0.6	-5	1	-5
O=C(CSc1ccccc1)Nc1cccc(S(=O)(=O)N2CCOCC2)c1	-4	1	-2	1	-6	0.3	-8	1.1	-9
Cc1ccc(N2CC(C(=O)Nc3nnc(C(C)C)s3)CC2=O)cc1 (configuration not stated)	7	0.93	2	-2	-4	5.3	-4	0.94	6
CCOc1ccc(N2C(=O)c3ccc(C(=O)OCc4c(C)noc4C)cc3C2=O)cc1	3	0.97	1	3	-5	0.8	0	1.1	-6
CCn1c(CC(=O)Nc2ccccc2OC)nnc1SCC(=O)Nc1ccccc1F	-31	1.3	0	0	-6	0.1	0	1.1	-7
CCc1ccc(S(=O)(=O)Nc2cccc(C3OCCCO3)c2)cc1	-21	1.2	0	-3	-6	0.7	-11	0.97	3
CC(C)C(=O)Nc1ccc(C(=O)NNC(=S)NC(=O)c2ccco2)cc1	-56	1.6	1	-1	-2	0.8	-4	0.77	23
COCCn1c(SCC(=O)Nc2cc(C)on2)nc2ccccc21	-4	1	2	-5	-2	1.5	-5	1	-3
CCOC(=O)N1CCC(NC(=O)CC(NS(=O)(=O)c2ccc(Cl)cc2)c2ccco2)CC1 (configuration not stated)	-11	1.1	-3	-3	-8	0.5	-5	0.95	5
O=C(O)c1ccccc1Nc1cccc(OCc2ccc3ccccc3n2)c1	14	0.86	-4	2	21	3.1	0	0.89	11
O=Cc1ccc(Oc2cnccn2)cc1	-24	1.2	-3	-2	-3	-4.5	-4	0.92	8
O=C(CN(CCc1ccccc1)C(=O)CNS(=O)(=O)c1ccccc1)NCc1ccco1	2	0.98	-1	12	-10	-0.2	-4	1.1	-5
CC(=O)c1ccc(NC(=O)C(C)n2nc(-c3ccccc3)c3cc(Cl)ccc32)cc1 (configuration not stated)	-4	1	-8	-1	-4	3.0	-1	1.1	-6
O=C(NC1(C(=O)NC2CCCCC2)CCCCC1)c1ccccn1	-9	1.1	-2	-2	2	-1.8	-1	1	-1
Remaining list, next part:
SMILES	hIAP inh	hIAP activ	MIN6 prolif	APOBEC3A inh	ATG4B inhibitor	MPTP inh	APOBEC3G inh	mIAP act	mIAP block
COC(=O)c1cc(NC(=O)C2COc3ccccc3O2)ccc1Cl (configuration not stated)	18	0.82	1	4	4	1.1	-2	1.1	-11
CC(C)n1ncc2c(C(=O)NCC(=O)Nc3ccccc3Br)cc(C3CC3)nc21	-7	1.1	-3	-2	-9	1.7	-7	0.98	2
CC(=O)Nc1ccc(S(=O)(=O)N2CCSc3ccccc32)cc1	-1	1	-1	-2	0	1.6	-4	1	-4
O=C(O)c1ccccc1SCc1cn2cc(Cl)ccc2n1	7	0.93	1	-2	1	2.2	-3	1.1	-6
COc1ccc(C(=O)O)cc1S(N)(=O)=O	5	0.95	4	-7	-1	-2.8	-5	1.1	-5
COc1ccc([C@H]2CC(=O)C=C(c3ccc(SC)cc3)C2)cc1OC	16	0.84	-1	-4	-10	2.2	-7	0.85	15
COc1cc2c3c(c1)/C(=C1/SC(NC(C)=O)=NC1=O)C(=O)N3C(C)(C)C=C2C	-4	1	2	-5	1	1.2	-5	0.98	2

Assay outcomes (PubChem BioAssay)
